DENV2 CPE – protects cells from dengue virus 2 cytopathic effect. AID 651640. CPE inhibition, % at 9.99 µM. DENV2-infected cells, cytopathic effect rescue, plate reader. 350,000 tested, 1.7% active; in the data active = CPE inhibition above about 20%, passing the limit was not always enough; inconclusive = no clear call, values can overlap the other calls; tested in BHK-21 cells;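 also: 0% = median of neutral control wells and 100% = median of positive control wells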
Casp6 inh – blocks human caspase-6 cleavage activity; purified caspase-6, Z-VEID-R110 cleavage fluorescence; P55212; 350,000 tested, 0.53% active; inhibition, % at 12.5 µM;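 active = mean inhibition across replicates at least about 35%, with every replicate also reaching that limit, limit read from the data; inconclusive = only one of the two criteria met; inactive = neither criterion met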;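 also: 0% = median of neutral control wells and 100% = no fluorescence left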
Target sequence (P55212 24-179 limits assumed): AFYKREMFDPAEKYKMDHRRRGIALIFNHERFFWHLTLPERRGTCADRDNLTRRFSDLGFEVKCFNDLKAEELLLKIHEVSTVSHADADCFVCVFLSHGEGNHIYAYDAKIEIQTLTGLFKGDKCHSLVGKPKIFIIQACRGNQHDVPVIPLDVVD
Target sequence (P55212 194-293 limits assumed): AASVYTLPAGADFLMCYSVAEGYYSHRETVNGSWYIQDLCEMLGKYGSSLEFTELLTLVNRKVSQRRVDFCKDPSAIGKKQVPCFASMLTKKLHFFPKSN
Xi reactivation – reactivates the inactive X chromosome in mouse fibroblasts; activation, % at 7.58 µM; XiGFP mouse fibroblasts, % GFP-positive cells imaging, 3 d; cells co-treated with 5-aza-dC sensitizer; scaled so ellipticine positive control = 100%; 360,000 tested, 0.055% active;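 active = mean normalized replicate activation at least 10% and every replicate at or above 10%; inconclusive = only one of the two criteria met; inactive = mean below 10% and not all replicates reach 10%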;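 also: 0% = median of on-plate neutral control wells and 100% = ellipticine 6 µM median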
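System: 68-5-11 XiGFP fibroblast line; Timing: 3 days compound exposure; Compound dosing: one concentration, pinned; Benchmarks: positive control ellipticine, 6 µM final; Buffer or medium: DMEM containing 5-aza-dC.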
RAD54 branch – blocks human RAD54 Holliday junction branch migration; Q92698; FAM/BHQ fluorescence; inhibition, % at 10.4 µM; 360,000 tested, 0.14% active; AID 602329;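 active = mean normalized replicate activity at least 40 and at least half of replicates scoring 40 or more; inconclusive = only one of the two criteria met; inactive = mean below 40 and under half of replicates reaching 40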;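 also: 0% = median of neutral control wells and 100% = median of positive control wells; inhibitors cause a drop in the FAM fluorescence signal; in these data hits start at about 50%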
E-selectin induc – induces E-selectin expression in human endothelial cells. 260,000 tested, 0.37% active. activation, % at 7.58 µM. HUVEC E-selectin immunofluorescence imaging; normalized: neutral wells 0, TNF-alpha wells 100. P16581. AID 686992;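 active = mean E-selectin-positive cell signal at least 10% of the positive control, reached in at least 60% of replicates, without over 20% cell loss; inconclusive = no rule given, readout overlaps actives, possibly toxicity-flagged; inactive = the rest, including those meeting only one limit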;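 also: in these data hits start at about 27%; measured in HUVEC primary endothelial cells; signal is the percent of cells scored E-selectin positive by PE staining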
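assay system = HUVEC, human umbilical vein endothelial cells | input = 3,000 HUVEC seeded per well | medium = EGM-2 growth medium on 0.1% gelatin-coated wells | dosing = one compound dose added by pin transfer | signal = immunofluorescence imaging | read-out basis = % PE-positive cells | control set = TNF-alpha, DMSO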
GSIS activator – GLuc luminescence reporter in INS-1E cells, primary screen for activators of glucose-dependent secretion of insulin; INS-1E GLuc reporter insulin secretion, 2-3 h; activation, % at 16.6 µM; 370,000 tested, 0.61% active; AID 743287;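 active = lowest replicate activation of at least 40%, so every replicate reaches that level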;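 also: 0% = median of neutral control wells and 100% = median of IBMX positive control wells; some compounds called inactive have numbers as strong as hits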
CFTR F508del cor – correctors of CFTR F508del function in bronchial epithelial cells; 350,000 tested, 0.36% active; activity (quench increase), % at 7.58 µM; CFBE cells, YFP halide quenching; stimulated with forskolin plus potentiator P3; % fluorescence drop versus neutral controls; AID 720511;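 active = mean added fluorescence quench of at least 8% versus neutral control, with both replicates also reaching 8%; inconclusive = only one of the mean or replicate conditions met; inactive = mean below 8% and not both replicates reaching 8%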;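 also: cells transiently co-express mutant CFTR-F508del with the halide-sensitive YFP; corrector assay measuring rescue of mutant channel to the surface after 24 h compound exposure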
RAD52 inh – RAD52 (human) annealing inhibition; AID 651710; 360,000 tested, 0.46% active; recombinant RAD52 DNA annealing, FRET fluorescence; inhibition, % at 18.7 µM; P43351;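 active = every replicate showing at least 50% inhibition; inconclusive = mean inhibition at least 50% but not in every replicate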
Target sequence (P43351 whole entry, looked up): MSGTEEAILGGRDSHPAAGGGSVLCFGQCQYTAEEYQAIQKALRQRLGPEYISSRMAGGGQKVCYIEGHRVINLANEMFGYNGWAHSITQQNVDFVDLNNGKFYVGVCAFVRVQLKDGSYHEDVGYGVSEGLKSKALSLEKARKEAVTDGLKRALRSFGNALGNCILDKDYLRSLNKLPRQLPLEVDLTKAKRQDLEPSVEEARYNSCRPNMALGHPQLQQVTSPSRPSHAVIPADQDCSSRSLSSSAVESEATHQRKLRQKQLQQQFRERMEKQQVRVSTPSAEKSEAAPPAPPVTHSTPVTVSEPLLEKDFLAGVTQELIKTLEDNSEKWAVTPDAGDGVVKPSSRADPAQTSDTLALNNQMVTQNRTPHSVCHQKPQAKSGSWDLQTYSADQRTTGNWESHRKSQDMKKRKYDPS
Starred values were filed as active, the others as inactive; i = inactive; u = inconclusive; x = not tested or not shown; & = joins results of further samples.

item	Structure	DENV2 CPE	Casp6 inh	Xi reactivation	RAD54 branch	E-selectin induc	GSIS activator	CFTR F508del cor	RAD52 inh
1	Cc1ccc(S(=O)(=O)N(C)C[C@H]2Oc3c(NC(=O)NC4CCCCC4)cccc3C(=O)N([C@@H](C)CO)C[C@H]2C)cc1	-4	1	-1.0	-14	0.8	-8	4.5	-31
2	CSc1cccc(NC(=O)COC(=O)C2(c3ccccc3)CC2)c1	11	-2	0.0	7	-0.2	-31	-1.7	1
3	COc1ccccc1-c1ccc(C2[C@@H]3CN(S(=O)(=O)c4ccccc4OC)C[C@H]2N3)cc1 (stereo partly drawn)	3&4	-2&0	0.1&0.2	x	0.6&0.1	10&-10	0.4&-2.2	48&47
4	CCn1c(C)[n+](CCOC(C)=O)c2cc(Cl)c(Cl)cc21	-2	-1	0.2	x	0.2	6	0.9	-13
5	CS(=O)(=O)N1CCC2CC1c1cc(-c3ccccc3)ccc12 (stereo not drawn)	-3	2	0.0	6	0.0	-28	4.2	-2
6	COc1cccc(/C=N/Nc2nc(-c3cccnc3)nc3ccccc23)c1	-1	-5	0.0	x	4.6	4	-1.0	-37
7	O=C(C[C@H]1CC[C@H]2NC[C@@H](O)COC[C@@H]2O1)Nc1ccccc1	3	-1	0.1	7	-0.1	0	-3.0	11
8	Cn1ncc(Cl)c1C(=O)N1CCN(c2cccc(Cl)c2)CC1	-3	2	0.0	2	-4.6	-12	2.4	-12
9	CCC(C)(C)C1CCC(NC(=O)N2CCN(c3ccccc3O)CC2)CC1 (stereo not drawn)	0	1	0.6	7	-0.2	3	1.5	-9
10	CC(=O)N(C)C[C@@H]1Oc2cc(C#CC(C)C)ccc2S(=O)(=O)N([C@@H](C)CO)C[C@H]1C	-7	-2	-0.1	-3	-0.2	0	-0.8	15
11	COCCN(C(=O)COC(=O)COc1ccc2ccccc2c1)c1c(N)n(Cc2ccccc2)c(=O)[nH]c1=O	5	0	-0.1	-4	-0.2	5	-1.7	-20
12	C=CCCC1CN(Cc2ccc(OC)cc2)S(=O)(=O)c2c(cccc2N2CCCC2)O1 (stereo not drawn)	-4	-1	-0.1	x	0.0	7	-2.5	0
13	COc1ccc(OC)c(-c2csc(NC(=O)CSc3ccc([N+](=O)[O-])cc3)n2)c1	-5	0	0.0	-5	0.2	-1	0.7	-7
14	O=C(C1CCC1)N1[C@@H](CO)[C@@H](c2ccccc2)C12CN(Cc1cccc(Cl)c1)C2	7	1	0.0	x	0.0	0	2.2	3
15	CC(=O)c1nc2ccccc2n1Cc1ccccc1	6	-3	0.1	3	x	6	-3.1	-6
16	C[C@H]1CN([C@@H](C)CO)C(=O)c2cc(C3=CCCC3)cnc2O[C@H]1CN(C)Cc1ccccc1F	3	1	x	7	x	x	-3.4	-1
17	CN(C)c1ccc(CNn2cnnc2SCC(=O)NC(C)(C)C)cc1	-6	-1	0.3	x	1.1	0	0.8	-14
18	CCOc1ccc(Cn2c3ccc(OC)cc3c3nc4ccccc4nc32)cc1	-6	0	0.1	-2	x	x	-0.7	i
19	CC(C)[C@H](NC(=O)c1ccccc1Cl)C(=O)OCC(=O)N1CCCCC1	3	-1	0.2	1	0.5	6	2.9	-14
20	CCc1ccccc1-n1c(-c2ccncc2)n[nH]c1=S	1	1	x	x	x	32	-1.5	12

Quoted at random: three compounds from above.
item	Structure	DENV2 CPE	Casp6 inh	Xi reactivation	RAD54 branch	E-selectin induc	GSIS activator	CFTR F508del cor	RAD52 inh
13	COc1ccc(OC)c(-c2csc(NC(=O)CSc3ccc([N+](=O)[O-])cc3)n2)c1	-5	0	0.0	-5	0.2	-1	0.7	-7
11	COCCN(C(=O)COC(=O)COc1ccc2ccccc2c1)c1c(N)n(Cc2ccccc2)c(=O)[nH]c1=O	5	0	-0.1	-4	-0.2	5	-1.7	-20
10	CC(=O)N(C)C[C@@H]1Oc2cc(C#CC(C)C)ccc2S(=O)(=O)N([C@@H](C)CO)C[C@H]1C	-7	-2	-0.1	-3	-0.2	0	-0.8	15

Other entries follow:
item	Structure	DENV2 CPE	Casp6 inh	Xi reactivation	RAD54 branch	E-selectin induc	GSIS activator	CFTR F508del cor	RAD52 inh
21	O=C(/C=C/c1ccc(F)cc1)NC(Cc1c[nH]c2ccccc12)C(=O)O (stereo not drawn)	10	2	0.0	5	x	3	1.4	2
22	O=C(Nc1nccs1)c1cc(-c2ccccc2)nc2ccccc12	1	1	0.0	x	2.2	-4	u	-181
23	O=C(Nc1ccccc1N1CCOCC1)c1cc2c(s1)CCCCC2	10	-3	0.1	x	5.7	0	-1.2	-20
24	CCCn1c(=O)c(C(=O)Nc2ccccc2C(=O)OCC)c(O)c2ccccc21	-1	-2	x	-4	x	8	2.3	-5
25	Cc1ccccc1-n1nnnc1SCC(C)C	-1	-1	0.0	x	x	1	1.2	-23
26	C[C@H](CO)N1C[C@H](C)[C@H](CN(C)C(=O)Nc2ccc(C(F)(F)F)cc2)Oc2ccc(NS(=O)(=O)c3cn(C)cn3)cc2C1=O	-2	2	-0.4	-1	-1.6	8	1.6	3
27	CCCNC(=O)[C@@H]1[C@@H](CO)[C@@H]2Cn3c(ccc(-c4ccccc4F)c3=O)[C@@H]2N1CCC	u	1	0.0	4	-0.3	18	1.3	-9
28	CCCN(CCO)Cc1cccc(Cl)c1	2	-5	x	-2	x	24	-3.6	-17
29	CNS(=O)(=O)c1ccc(CCC(=O)N2CCOCC2)cc1	7	1	0.0	0	x	9	-1.8	3
30	COc1cccc(N=c2oc3cc(O)ccc3cc2C(=O)NCC2CCCO2)c1 (stereo not drawn)	0	-1	0.0	-5	x	-3	-3.4	-19
31	COc1cc(C2CC(=O)Oc3cc(O)ccc32)cc(OC)c1OC (stereo not drawn)	-7	-3	0.2	1	6.6	-10	-3.8	-10
32	COc1ccc(S(=O)(=O)N(Cc2ccco2)Cc2cc3ccccc3[nH]c2=O)cc1	0	2	0.0	-4	x	7	0.3	-9
33	C[C@H]1CCCCO[C@@H](CN(C)S(=O)(=O)c2cn(C)cn2)[C@@H](C)CN([C@@H](C)CO)C(=O)c2cc(NC(=O)Nc3ccc(C(F)(F)F)cc3)ccc2O1	2	x	-0.1	-4	1.2	7	-1.6	x
34	COc1cc(OC)cc(-c2c(-c3cccs3)c3cc(-c4ccc(CN5CCOCC5)cc4)ccc3n2C)c1	x	-4	0.0	-5	0.1	4	1.1	-20
35	O=C(C1CCOCC1)N1CC[C@@H]2[C@@H](CO)Nc3ccc(Br)cc3[C@@H]21	u	4	0.0	2	-0.1	-6	7.0	-27
36	COC(=O)C1CCN(C(=O)c2oc3c(Cl)cc(C)cc3c2C)CC1	-3	0	0.2	-5	x	-14	-0.8	-7
37	COc1ccc(C(=O)CSC#N)cc1OC	3	4	0.4	x	x	29	4.1	-11
38	CCc1c(C2(O)CCCCC2)[nH]c2ncccc12	-5	-3	0.1	-10	-0.1	-19	1.6	-7
39	Cc1ccc(N(C(=O)CNC(=O)c2cccs2)C(C(=O)NC2CCCC2)c2ccncc2)cc1 (stereo not drawn)	2	2	-0.1	-11	1.1	8	-4.0	-10
40	Cc1ccc(S(=O)(=O)N2CCCC2CNC(=O)C(=O)NC2CC2)cc1 (stereo not drawn)	-4	0	0.3	-9	-0.8	0	0.9	-16
41	COc1cc(NC(=O)c2cc(C)nc3ccccc23)cc(OC)c1	3	-1	0.2	x	x	-25	0.0	-7
42	C[C@H](CO)N1C[C@H](C)[C@H](CN(C)Cc2ccncc2)Oc2ccc(NC(=O)c3ccncc3)cc2C1=O	-5	3	-0.9	8	0.5	13	5.2	9
43	COc1ccc(S(=O)(=O)Nc2ccc3c(c2)C(=O)N([C@@H](C)CO)C[C@@H](C)[C@@H](CN(C)C(=O)NC2CCCCC2)OCCCC[C@H](C)O3)cc1	-4	2	-0.1	5	x	-13	-1.2	-4
44	O=C(Nc1cccc(-c2ccc3nncn3n2)c1)C(F)(F)F	0	0	0.0	0	x	7	0.3	-10
45	CO[C@@H]1CC[C@@H]2CCN(C)C(=O)[C@H](C)[C@H](OC)CN(C)C(=O)c3cc(C#N)ccc3OC[C@@H]1O2	-1	-154	0.4	5	-0.1	-1	1.7	-1
46	COc1cc(N)c(Cl)cc1C(=O)OCC(=O)c1cccs1	-7	-2	0.0	x	0.7	-1	-3.2	-8
47	Cc1cc(OCc2cc(C(=O)N(Cc3nccn3C)C(C)C)no2)cc(C)c1Cl	1	5	0.3	3	x	-39	0.1	4
48	O=c1cc(-c2ccccc2Cl)oc2cccc(O)c12	7	-10	0.5	-5	0.0	x	1.1	2
49	COC(=O)C[C@H]1CC[C@@H]2[C@H](COc3ccc(NC(=O)c4cscn4)cc3C(=O)N2C)O1	2	-2	0.2	8	0.1	2	1.2	-12
50	CC(=O)N1CCC(C(=O)N2c3ccccc3N=C(c3ccc4c(c3)OCO4)C2C(=O)NCc2ccccc2)CC1 (stereo not drawn)	1	13	-0.2	x	0.1	3	-2.0	-42
51	O=C(Nc1cccnc1)c1ccc(Br)c(S(=O)(=O)N2CCCC2)c1	-6	1	-0.2	0	0.0	10	0.6	8
52	CCCCNCC1C(Oc2ccc(Cl)cc2)C(=O)N1c1ccccc1C (stereo not drawn)	3	1	0.1	x	x	7	2.6	1
53	CN1C(=O)c2cc(NC(=O)c3ccc(F)c(F)c3)ccc2OC[C@@H]2O[C@@H](CC(=O)N3CCOCC3)CC[C@H]21	1	1	0.2	-5	-0.1	x	-0.4	12
54	CN(C[C@@H]1[C@H](c2ccccc2)[C@@H](CO)N1Cc1ccccn1)S(C)(=O)=O	1	3	0.2	5	-0.4	3	2.8	-31
55	Cc1cccc(NC(=O)Nc2ccc([N+](=O)[O-])cc2)n1	6	3	0.0	6	-1.5	7	1.3	-4
56	O=C(NC1CCCCCC1)c1cc2ccccc2oc1=O	0	-2	0.4	4	0.0	-7	0.4	-11
57	COc1ccc2c(c1)SCC/C2=C\CN1C(=O)CCC1=O	-2	0	0.0	x	-1.1	-12	x	-32
58	O=C(COC(=O)c1ccccc1NCCO)NCCC1=CCCCC1	-4	1	0.3	-1	0.0	-5	1.0	-13
59	CN(C)C(=O)c1ccc(-c2ccc([C@H]3[C@H]4CN(CCC(F)(F)F)CCCCN4[C@H]3CO)cc2)cc1	u	0	0.1	-4	-0.1	-4	0.5	9
60	C[C@H](CO)N1C[C@H](C)[C@H](CN(C)Cc2ccncc2)Oc2ccc(NS(C)(=O)=O)cc2CC1=O	-2	3	-0.1	9	257*	8	-1.3	2
61	CCOc1ccc(CCNC(=O)CN2C(=O)NC3(CCCCCC3)C2=O)cc1OCC	0	1	0.2	1	x	2	2.2	-16
62	O=C(O)C[C@@H]1C[C@H]2c3cc(NC(=O)Nc4ccccc4F)ccc3O[C@H]2[C@@H](CO)O1	-1	0	0.0	-2	0.7	-14	2.6	-19
63	Oc1ccccc1-c1nnc(COc2ccc(Cl)cc2Cl)o1	-13	-1	0.4	4	x	4	-3.4	-12

Assay outcomes from PubChem BioAssay.
